# Bioassay records (PubChem)
# EPAC2 agonist – agonists of human EPAC2 (RAPGEF4); Q8WZA2; EPAC2 activation, biochemical qHTS; response scale: 100% = 6.5 mM cAMP response; Potency, µM (highest dose often 154 µM), inactives show at the top dose activation, actives largely listed as activators; 0.079% of 360,000 active; AID 720711; also: potency is read from the fitted curve at half-maximal effect; nearly all actives have a fitted effect of over 50% in size
#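 Fluorescence exchange assay: 100 nM EPAC2 with 250 nM RAP1B-BODIPY-GDP and 50 uM GDP; compounds tested as a concentration-titration series (qHTS). Loss of Rap1-bound BODIPY-GDP fluorescence read at 480/540 nm; data normalized to 6.5 mM cAMP.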
# WRN inhibitor – blocks human WRN helicase | Q14191 | WRN helicase unwinding, fluorescent forked duplex, kinetic | Potency, µM (titrated, usually from 114 µM), without a hit: top-dose activity change, negative = inhibition, hits mostly inhibitors | 0.46% of 360,000 active; also: potency is read from the fitted curve at half-maximal effect; % is scaled to controls: 0 for no effect and ±100 for the full control effect; nearly all actives have a fitted effect of over 55% in size
# Target sequence (Q14191 whole entry, looked up): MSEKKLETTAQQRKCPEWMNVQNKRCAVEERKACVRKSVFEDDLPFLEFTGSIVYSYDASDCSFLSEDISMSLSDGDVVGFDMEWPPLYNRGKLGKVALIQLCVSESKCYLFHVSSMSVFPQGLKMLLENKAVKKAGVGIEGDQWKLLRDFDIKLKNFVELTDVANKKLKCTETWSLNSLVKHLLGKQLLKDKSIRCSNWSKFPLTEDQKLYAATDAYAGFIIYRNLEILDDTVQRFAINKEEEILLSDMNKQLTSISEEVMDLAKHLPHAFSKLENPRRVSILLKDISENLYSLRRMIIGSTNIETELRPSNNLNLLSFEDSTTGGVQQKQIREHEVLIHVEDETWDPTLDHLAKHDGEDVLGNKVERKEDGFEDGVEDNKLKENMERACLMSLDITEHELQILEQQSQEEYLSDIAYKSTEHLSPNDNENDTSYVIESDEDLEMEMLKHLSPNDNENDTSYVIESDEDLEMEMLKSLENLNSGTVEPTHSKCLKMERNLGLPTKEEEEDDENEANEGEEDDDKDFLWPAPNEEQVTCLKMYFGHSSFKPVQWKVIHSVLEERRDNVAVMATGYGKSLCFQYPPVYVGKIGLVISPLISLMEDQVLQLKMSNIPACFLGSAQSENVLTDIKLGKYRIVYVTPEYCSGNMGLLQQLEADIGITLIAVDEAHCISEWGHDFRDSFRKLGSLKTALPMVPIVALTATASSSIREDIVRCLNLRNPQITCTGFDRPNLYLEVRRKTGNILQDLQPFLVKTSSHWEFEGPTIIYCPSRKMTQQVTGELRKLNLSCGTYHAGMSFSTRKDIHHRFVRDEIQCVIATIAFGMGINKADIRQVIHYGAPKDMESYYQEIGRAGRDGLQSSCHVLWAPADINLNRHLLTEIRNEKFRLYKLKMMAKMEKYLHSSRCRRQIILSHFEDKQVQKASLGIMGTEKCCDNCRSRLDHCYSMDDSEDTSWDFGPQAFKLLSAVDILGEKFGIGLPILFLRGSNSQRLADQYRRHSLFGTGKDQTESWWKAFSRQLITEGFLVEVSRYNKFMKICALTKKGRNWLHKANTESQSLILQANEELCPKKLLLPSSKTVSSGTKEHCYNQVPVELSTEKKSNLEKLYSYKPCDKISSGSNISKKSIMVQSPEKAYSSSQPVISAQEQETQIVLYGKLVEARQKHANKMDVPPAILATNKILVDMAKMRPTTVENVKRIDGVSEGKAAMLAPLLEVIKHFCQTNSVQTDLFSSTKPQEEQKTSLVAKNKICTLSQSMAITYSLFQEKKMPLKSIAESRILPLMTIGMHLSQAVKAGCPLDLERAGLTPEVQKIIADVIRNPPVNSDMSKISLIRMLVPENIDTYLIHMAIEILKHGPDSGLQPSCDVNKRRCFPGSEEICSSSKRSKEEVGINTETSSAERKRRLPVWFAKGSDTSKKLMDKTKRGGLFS
#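 WRN at 20 nM final preincubated with compound 15 min at room temperature; reaction started with 100 nM fluorophore/quencher forked duplex oligonucleotide and 2 mM ATP final. Unwinding followed kinetically by red fluorescence (ex 525, em 598 nm).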
# EPAC1 antagonist – EPAC1 (human) antagonism; 0.14% of 360,000 active; EPAC1 GEF assay, Rap1b-BODIPY-GDP exchange fluorescence; Potency, µM (doses to about 115 µM), for inactives: at the highest dose activity change, negative = inhibition, most hits filed as inhibitors;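 also: potency is read from the fitted curve at half-maximal effect; plate controls were vehicle for no effect and positive control for full effect; nearly all actives have a fitted effect of over 50% in size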
# EPAC1 agonist – activates human EPAC1 exchange factor. AID 720707. 0.073% of 360,000 active. EPAC1 agonist qHTS, biochemical assay; response scale: 100% = response to 6.5 mM cAMP. Potency, µM (top dose mostly 154 µM), for the others: at the top dose activation, usual class: activators; also: potency is read from the fitted curve at half-maximal effect; nearly all actives have a fitted effect of over 60% in size
#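 Compounds were pinned as a concentration titration into mixtures of EPAC1 (100 nM), BODIPY-GDP-loaded Rap1B (250 nM) and GDP (50 uM). After 5 min at room temperature, fluorescence was followed for 30 min; activity was scaled to 6.5 mM cAMP.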
# IL-2 act – IL-2 activation; IL-2 activation reporter assay, cell-based qHTS; stimulated with anti-CD3/CD4/CD28 beads; in transgenic mouse T cells; activation, % (series mostly up to about 46 µM); 0.065% of 360,000 active; in the data active = activation above about 50%; inconclusive = mostly about 30% to 49%; also: 0% is about no effect
#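 Quantitative HTS in unstimulated transgenic mouse T cells, with memory T cells as non-tolerant control and PMA/ionomycin as tolerance-bypass control. Compound pretreatment lasted 60 minutes before 18 h bead stimulation; EGFP/DsRed fluorescence read.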
# PLK1 PBD block – blocks phosphopeptide binding to human PLK1 polo-box domain; Plk1 PBD binding of FITC phosphopeptide, fluorescence polarization; P53350; Potency, µM, inactives show max response, negative = inhibition, hits mostly inhibitors; 2.8% of 360,000 active; AID 720504; also: potency is read from the fitted curve at half-maximal effect; series mostly up to about 57 µM; % is scaled to controls: 0 for no effect and ±100 for the full control effect; nearly all actives have a fitted effect of over 65% in size
# CCT chaperon mod – cytosolic chaperonin activity modulation; purified chaperonin ATPase assay, HTRF ADP detection, 30 min; activity change, % (concentration not given with the values), hits read low; 0.3% of 360,000 active; AID 651819; in the data active = activity change below about -30%; also: % is scaled to controls: 0 for no effect and ±100 for the full control effect
#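 First, chaperonin was dispensed at 40 nM or 20 nM final depending on batch activity. Next, compounds were pinned at 76 uM and ATP added at 10 uM. After 30 min at 37 °C, ADP detection reagents ran 30 min at ambient temperature.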
# PI5P4K alpha inh – PI5P4K alpha (human) kinase inhibition. 1.2% of 330,000 active. max response, %. P48426. PI5P4Kalpha enzyme, ADP-Glo luminescence, 60 min; stronger effect = lower value; active = max response of -50% or lower; inconclusive = between -30% and -50%; inactive = -30% or higher; also: value at the top dose of about 77 µM; % is scaled to controls: 0 for no effect and ±100 for the full control effect
#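 Controls without substrate or without enzyme flank wells where PI5P4Kalpha converts substrate using 5 microM ATP (final). Incubation lasts 60 minutes at room temperature; ADP formed is read by ADP-Glo luminescence.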
# Numbers without * were called inactive; ? = inconclusive; / = no result given; [ ] = remark or other dose. Unless noted, calls follow the shape of the dose curve; as a rule, active = well fitted curve in the direction sought with a large enough effect; inconclusive = small, poorly fitted or top-dose-only effect, or another doubt; inactive = no such curve, though single readings can be large; an effect the other way counts as inactive or inconclusive. Only part of the results is shown; count on the stated rates, not on these rows.
SMILES,EPAC2 agonist,WRN inhibitor,EPAC1 antagonist,EPAC1 agonist,IL-2 act,PLK1 PBD block,CCT chaperon mod,PI5P4K alpha inh
Cc1cc(C(=O)COC(=O)c2ccc[nH]c2=O)c(C)n1-c1ccc(Br)cc1,9%,-27%,-15%,7%,-2.7,-8%,-3.4,-28
Cn1c(=O)n(C)c2cc(S(=O)(=O)O)ccc21,5%,2%,-4%,-5%,3.6,-5%,-0.7,2
CCN1CCN(Cc2ccc(NC(=O)c3ccc(C)c(NC(=O)c4csc(-c5ccncc5)n4)c3)cc2C(F)(F)F)CC1,2%,-5%,-28%,-25%,-0.6,-1%,2.0,-65*
CCc1ccc(NC(=O)CCCN2C(=S)NC(C)(C)CC2C)cc1 (centres undefined),8%,-1%,?,8%,-2.8,?,-1.8,2
CCCCNC(=O)c1c(CSc2ccccc2)noc1C(=O)NCc1ccccc1,4%,-10%,-9%,6%,0.3,-15%,0.8,12
CC(C)C(C)(C#N)NC(=O)CSc1nnc(-c2ccncc2)n1Cc1ccccc1 (centres undefined),4%,-2%,8%,6%,-1.1,21µM*,-29,-4
Cc1cc(C(=O)N/N=C/C=C/c2ccc(Br)cc2)n[nH]1,-4%,5%,-7%,-4%,-1.0,0%,2.4,-3
CN(C(=O)c1ccccc1C(=O)OCC(=O)c1ccccc1)c1ccccc1,3%,4%,14%,1%,-0.3,0%,0.6,-2
CC12CCC(C(=O)NCc3ccccc3Cl)(OC1=O)C2(C)C (centres undefined),1%,1%,5%,4%,0.9,3%,-0.1,1
Cn1nccc1NC(=O)Nc1ccccc1,4%,0%,8%,11%,-1.7,6%,-2.0,9
CCOc1ccc(OCCC(=O)OCC(=O)NC2CCCCC2)cc1,7%,-21%,7%,-9%,-5.5,-4%,1.8,9
O=C(Nc1ccccc1)c1cccc(Cn2cc(C(F)(F)F)ccc2=O)c1,7%,-21%,-9%,4%,0.4,-4%,-0.7,-9
Cc1ccccc1-c1noc(CNC(=O)COc2ccccc2)n1,9%,-4%,-1%,5%,-3.2,-4%,-2.7,5
Cc1ccc(C(=O)O/N=C(\N)c2nonc2N)cc1,3%,4%,-20%,-3%,0.1,6%,-1.1,-9
Clc1cccc(Cc2c(-c3ccco3)nc3ccc(Br)cn23)c1,-16%,-36%,?,-5%,-1.1,11µM*,0.6,-82*
O=C(NCC1CC1)Nc1ccccc1F,0%,6%,9%,-3%,-0.6,0%,1.2,-6
Cn1cc(C(=O)C(=O)N2CCCc3ccccc32)c2ccccc21,8%,-4%,-3%,-1%,2.6,-8%,-4.8,5
O=C(NCc1ccc(F)cc1)c1cc(C2CCCN(S(=O)(=O)c3ccccc3)C2)on1 (centres undefined),6%,-5%,-4%,4%,-0.7,-14%,-0.4,-5
CCSc1nc2sc3c(c2c(=O)[nH]1)CCc1ccccc1-3,16%,9%,-11%,-3%,-0.2,-17%,2.4,-14
COc1ccc(-c2ccc(-c3cc(=O)oc4c(C(C)C)ccc(C)c34)cc2)cc1,13%,-1%,4%,9%,1.7,-17%,-2.9,-3
CCC(=O)NCCCCCCCCCNC(=O)CC,-5%,-2%,3%,5%,-0.3,7%,1.8,0
COC(=O)c1ccc(C2c3c(oc4ccc(Cl)cc4c3=O)C(=O)N2CCN2CCOCC2)cc1 (centres undefined),6%,-5%,3%,0%,0.2,-14%,2.1,-1
CCOC(=O)[C@]12CCC=C1N(Cc1ccc3c(c1)OCO3)C(=O)[C@H](CC(=O)NCc1ccc(C)o1)C2,-3%,-9%,-11%,7%,-0.7,-22%,-1.9,-6
O=C(NCc1ccc(F)cc1)c1cc(C2CCCCN2C(=O)c2ccc(Cl)cc2)on1 (centres undefined),9%,-10%,0%,8%,-0.7,-4%,1.8,6

# 5 entries from above, reformatted:
canonical_smiles | EPAC2 agonist | WRN inhibitor | EPAC1 antagonist | EPAC1 agonist | IL-2 act | PLK1 PBD block | CCT chaperon mod | PI5P4K alpha inh
CCC(=O)NCCCCCCCCCNC(=O)CC | -5% | -2% | 3% | 5% | -0.3 | 7% | 1.8 | 0
CCOC(=O)[C@]12CCC=C1N(Cc1ccc3c(c1)OCO3)C(=O)[C@H](CC(=O)NCc1ccc(C)o1)C2 | -3% | -9% | -11% | 7% | -0.7 | -22% | -1.9 | -6
O=C(NCc1ccc(F)cc1)c1cc(C2CCCN(S(=O)(=O)c3ccccc3)C2)on1 (centres undefined) | 6% | -5% | -4% | 4% | -0.7 | -14% | -0.4 | -5
Cc1ccc(C(=O)O/N=C(\N)c2nonc2N)cc1 | 3% | 4% | -20% | -3% | 0.1 | 6% | -1.1 | -9
Clc1cccc(Cc2c(-c3ccco3)nc3ccc(Br)cn23)c1 | -16% | -36% | ? | -5% | -1.1 | 11µM* | 0.6 | -82*

# (further entries)
SMILES,EPAC2 agonist,WRN inhibitor,EPAC1 antagonist,EPAC1 agonist,IL-2 act,PLK1 PBD block,CCT chaperon mod,PI5P4K alpha inh
COc1cc(/C=N/NC(=O)c2cc(-c3cccc(Br)c3)nc3ccccc23)cc(OC)c1O,-5%,-21%,-4%,-2%,-0.7,-4%,0.9,-17
Cc1ccc(OCC(=O)N2CCN(S(=O)(=O)c3ccccc3[N+](=O)[O-])CC2)cc1,3%,4%[57.1 µM],-28%,6%,0.6,-10%,0.7,4
O=C(Cn1cc([N+](=O)[O-])cn1)N1CCc2ccccc2C1,4%,-5%,5%,7%,1.0,-8%,0.7,1
CN(C)S(=O)(=O)c1cccc(C(=O)OCC(=O)c2c(N)n(C)c(=O)n(C)c2=O)c1,0%,-14%,-8%,1%,4.1,-6%,1.2,-8
Cc1ccc(/C=N/NC(=O)C2CCN(Cc3ccc(F)cc3Cl)CC2)o1,0%,17%,13%,-5%,-3.5,-11%,-0.7,0
CCN(CC)S(=O)(=O)c1ccc(N2CCCC2)c(NC(=O)Cc2c(F)cccc2Cl)c1,-8%,19%,5%,-11%,-2.5,-1%,1.3,2
O=C(Nc1ccc(Cl)cc1)NC1CCCCNC1=O (centres undefined),10%,3%,4%,0%,-1.6,-11%,-1.6,-9
COc1ccccc1NC(=O)COC(=O)c1c(NC(C)=O)sc(C)c1C,-3%,-1%,-3%,-6%,-1.1,-2%,1.3,6
Cc1ccccc1-n1c(SCC(=O)c2c(N)n(C)c(=O)n(C)c2=O)nc2sc3c(c2c1=O)CCCC3,-9%,0%,1%,15%,-0.5,?,-1.7,0
COc1ccc(CCNC(=O)COC(=O)C2=NNC(=O)CC2)cc1,4%,-2%,-3%,9%,0.6,-14%,-9.8,0
CCC(C)(C)C1CCc2[nH]nc(C(=O)NN)c2C1 (centres undefined),6%,-24%,-20%,-1%,-0.8,-7%,-0.7,2
Cc1[nH]c2ccccc2c1C(=O)CN1CCSCC1,-13%,-9%,9%,2%,0.0,-8%,-4.8,5
C/C(Cn1nc([N+](=O)[O-])cc1C)=N\NC(=O)COc1ccc(Cl)cc1Cl,-3%,-1%,4%,-5%,-0.8,1%,-7.7,2
Cc1ccc(S[C@@H](CCN2CC[C@H](C)CCC2=O)c2ccccc2)cc1,1%,-1%,-19%,-4%,-0.8,-3%,-2.5,4
C(=C\c1ccncc1)/c1ccncc1,3%,-3%,-9%,3%,-2.2,-29%,0.1,6
COc1ccc(NC(=O)c2ccc3nc[nH]c3c2)c(OC)c1,3%,-28%,1%,2%,-3.1,-5%,-2.0,-14
Cc1ccc(N(C)C(=O)C2CCN(S(=O)(=O)c3ccc4c(c3)oc(=O)n4C)CC2)cc1,8%,-2%,-5%,-14%,5.6,5%,-0.9,2
COCCn1nnnc1C(c1ccc(C)cc1)N1CCN(Cc2ccc3c(c2)OCO3)CC1 (centres undefined),-3%,16%,-2%,3%,-0.2,24µM*,-2.2,-14
Fc1cccc2sc(Nc3nnc(-c4ccco4)o3)nc12,7%,?,-7%,4%,0.9,?,0.0,-19
O=C(NCCCn1ccnc1)/C(=C/c1ccco1)NC(=O)c1ccco1,15%,-1%,16%,6%,-0.1,-13%,-1.8,-7
COc1ccc(CNC(=O)/C=C/[C@H]2O[C@@H](n3cnc4c(NC(=O)c5ccccc5)ncnc43)[C@H](O)[C@@H]2O)cc1,8%,-2%,-10%,11%,1.3,-5%,1.8,1
CCCCNC(=O)c1nc(C2CCN(S(=O)(=O)c3c(OC)cccc3OC)CC2)oc1-c1ccccc1,4%,-3%,-9%,6%,-0.7,2%,/,14
Cc1onc(-c2ccccc2)c1CNC(=O)Nc1cccc(Cl)c1,17%,-3%,?,21%,-0.5,-21%,1.1,8
Cc1cc(C(F)F)n2nc(C(=O)Nc3c(F)cc(F)cc3Br)nc2n1,8%,-1%,-19%,10%,0.8,-3%,-0.4,-1
OCCC1CN(C/C(Cl)=C/c2ccccc2)CCN1C1CCCC1 (centres undefined),8%,7%,2%,10%,-0.5,-14%,-1.4,3
CC(NC(=O)c1ccccc1Br)C1CC2CCC1C2 (centres undefined),-1%,-2%,11%,-2%,0.9,1%,-0.8,1
O=c1[nH]c2c(s1)C(c1cccnc1)C1C3CCC(C3)C1S2 (centres undefined),7%,-2%,-11%,7%,0.6,-20%,-0.9,4
COc1ccc(NC(=O)CC2SC3=NCCN3C2=O)cc1 (centres undefined),11%,3%[57.1 µM],-9%,-5%,0.7,-5%,-0.6,7
O=C(CC(Nc1ccc(Cl)cc1Cl)C(=O)O)c1ccccc1 (centres undefined),0%,-8%,-3%,4%,-0.2,-6%,0.7,-2
CNC(=S)N/N=C(\C)c1ccc(C(C)(C)C)cc1,7%,-5%,-24%,-1%,0.3,-8%,2.4,7
C[C@@H]1C=C(C(=O)N2CCN(C)CC2)O[C@H](OCc2ccc(CO)cc2)C1,-6%,0%,-15%,1%,-0.5,8%,-0.7,6
Cc1cc(C)nc(/N=C(\NC(=O)C(C)(C)C)Nc2ccc(F)cc2)n1,-5%,-20%,6%,3%,0.2,-5%,-1.7,8
O=C(NCc1cccnc1)C1CC2c3ccccc3C1c1ccccc12 (centres undefined),0%,-1%,-16%,3%,0.4,-3%,-2.3,-1
Cc1ccc(S(=O)(=O)N2CCCCC2)cc1NC(=O)COC(=O)CN1C(=O)NC2(CC(C)CC(C)(C)C2)C1=O (centres undefined),8%,-1%,?,-4%,-0.4,-10%,0.3,-4
CCN1CNC(=S)N(c2ccccc2C)C1,8%,-1%,-1%,-4%,0.3,-5%,-0.9,-11
O=C(NCCc1ccc(F)cc1)N[C@@H](Cc1ccccc1)C(=O)O,0%,-5%,-6%,4%,1.5,4%,-2.3,0
